Screening data as filed in PubChem BioAssay.
hERG protect: compounds protecting human hERG from proarrhythmic drug block; CHO-hERG, FluxOR thallium flux, dofetilide IC70 present; activation (rescue from dofetilide block), less the hit threshold, % at 10 µM; 0.51% of 310,000 active; AID 1511;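 active means activation above the mean of controls blocked by dofetilide plus 5 SD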;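 further: thallium influx through hERG after potassium depolarization seen as dye fluorescence rise; in these data hits start at about 4.7%; inactives centre near -7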
GSK3 alpha inh: inhibitors of human GSK-3 alpha kinase | 0.1% of 320,000 active | ADP-Glo luminescence, 60 min | AID 2650 | P49840 | inhibition, % at 10 µM;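 in the data active means inhibition above about 50%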;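 further: GST-tagged GSK-3 alpha with peptide substrate and 25 µM ATP; 0% = DMSO neutral wells and 100% = GW8510 positive control wells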
Target sequence (P49840 whole entry, looked up): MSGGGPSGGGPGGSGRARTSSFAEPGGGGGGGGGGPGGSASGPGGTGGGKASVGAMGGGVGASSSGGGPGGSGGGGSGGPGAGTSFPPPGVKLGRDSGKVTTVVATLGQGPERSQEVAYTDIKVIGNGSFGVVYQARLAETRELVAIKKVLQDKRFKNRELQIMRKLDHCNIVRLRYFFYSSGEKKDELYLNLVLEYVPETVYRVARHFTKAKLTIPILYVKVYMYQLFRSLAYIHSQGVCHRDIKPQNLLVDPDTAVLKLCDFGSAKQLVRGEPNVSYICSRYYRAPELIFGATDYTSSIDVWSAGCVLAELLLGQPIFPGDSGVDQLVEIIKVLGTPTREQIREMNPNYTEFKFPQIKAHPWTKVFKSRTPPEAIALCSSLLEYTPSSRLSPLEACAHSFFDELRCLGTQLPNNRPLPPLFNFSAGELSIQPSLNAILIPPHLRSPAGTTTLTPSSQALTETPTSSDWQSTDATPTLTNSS
KCNK3 block: human KCNK3 channel inhibition, primary screen | B-score at 10 µM | 0.84% of 340,000 active | AID 602410 | CHO-KCNK3 thallium flux, FluxOR fluorescence; hits give low values;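 active means B-score under library mean minus 4 SD, starting fluorescence ratio at most library mean plus 5 SD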;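 further: more negative B-score means stronger inhibition of thallium flux through KCNK3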
Target sequence (O14649 whole entry, looked up): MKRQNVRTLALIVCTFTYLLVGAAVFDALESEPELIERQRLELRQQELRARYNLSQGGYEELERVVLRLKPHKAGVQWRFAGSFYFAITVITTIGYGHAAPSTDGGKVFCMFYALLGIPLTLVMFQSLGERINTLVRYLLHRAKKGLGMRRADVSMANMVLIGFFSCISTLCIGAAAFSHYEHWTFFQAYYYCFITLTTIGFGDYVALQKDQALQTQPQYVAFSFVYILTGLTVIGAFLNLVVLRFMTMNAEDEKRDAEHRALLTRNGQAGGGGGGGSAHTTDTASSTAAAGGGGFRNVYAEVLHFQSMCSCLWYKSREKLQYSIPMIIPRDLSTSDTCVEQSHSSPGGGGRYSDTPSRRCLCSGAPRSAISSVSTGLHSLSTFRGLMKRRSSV
KCNQ1 act: potentiators or activators of human KCNQ1 potassium channel | P51787 | CHO-K1 KCNQ1, thallium flux FluxOR fluorescence; hits give high values | B-score at 10 µM | 0.35% of 310,000 active | AID 2648;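 active means fluorescence ratio B-score, a plate-corrected score, at least three library SD, with initial intensity B-score within 5 SD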
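Medium – assay buffer, equal DMSO in all wells · Material – CHO-K1 cell line with stable KCNQ1 potassium channel expression · Signal – kinetic FluxOR thallium fluorescence, 10-s 1-Hz baseline, 110-s post-stimulus read · Compound – single concentration per compound, DMSO matched to controls · Schedule – 37 °C overnight plating, 90-min dark dye load, 20-min compound pretreatment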
KCNQ1 block: human KCNQ1 channel inhibition; P51787; CHO-K1 KCNQ1, FluxOR thallium flux fluorescence; hits give high values; B-score at 10 µM; 1.3% of 310,000 active; AID 2642;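 active means compounds whose thallium flux B-score, printed positive for inhibition, exceeds three library SD while starting fluorescence stays within three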;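 further: channel opened by potassium depolarization with thallium stimulus after 20 min compound exposure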
GSK3beta inhib: human GSK3beta kinase inhibition. P49841. GST-GSK3beta kinase, ADP-Glo luminescence, 60 min; hits give low values. activity score (negative = inhibition), % at 10 µM. 0.038% of 300,000 active. AID 2097;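 active means more than half of replicate wells score below -50%, meaning over 50% inhibition versus plate controls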;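 further: 0% = median DMSO wells and -100% = median GW8510 positive control wells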
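Test system – GST-tagged human GSK3beta kinase, cell-free · Incubation – 60 min enzyme reaction, room temperature · Signal – ADP-Glo luminescence · Also added – peptide substrate and ATP at 25 µM · Controls – DMSO neutral wells and GW8510 at 20 µM as positive · Buffer or medium – Tris/MgCl2 kinase buffer · Measure – Luminescence-derived activity versus plate DMSO and GW8510 wells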
RGS4 act: potentiators or activators of RGS4. AID 463111. 0.92% of 310,000 active. HEK293 M3R/inducible RGS4, carbachol calcium flux Fluo4; hits give low values. B-score at 10 µM;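 active means B-score of the integrated calcium signal more than 4 SD below the library mean, with starting fluorescence not abnormally high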;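 further: negative B-score means reduced calcium response which marks RGS4 activation or potentiation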
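Test system: HEK293 cells with stable M3R and inducible RGS4; also added: carbachol at ECmax as muscarinic agonist stimulus; schedule: dye loading 30 min 37 °C, buffer rest 30 min RT; technique: kinetic calcium fluorescence imaging with Fluo4-AM dye, 2 µM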
KCNK9 inh: human KCNK9 channel inhibition; B-score at 10 µM; Q9NPC2; HEK293 KCNK9, FluxOR thallium flux fluorescence; hits give low values; AID 488922; 1.2% of 310,000 active;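 active means ratio B-score over 3 SD below the library mean, with starting fluorescence within 5 SD of its mean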;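 further: negative B-score means less thallium flux so channel inhibition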
DYRK1A inh: blocks rat Dyrk1A kinase activity; Q63470; ADP-Glo luminescence, NFATc1 peptide; inhibition, % at 12.5 µM; 0.43% of 310,000 active; AID 504441; in the data active means inhibition above about 50%;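 further: plate controls were vehicle with enzyme for no effect and no enzyme for full effect; many of its hits are not listed in these tables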
HDAC3 inhib: inhibitors of human histone deacetylase 3 | O15379 | recombinant HDAC3, fluorogenic peptide/trypsin coupled, fluorescence | inhibition, % at 8.3 µM | 0.15% of 320,000 active | AID 2718; in the data active means inhibition above about 26%, passing the limit was not always enough
PolyA inh: blocks polyadenylation in yeast reporter cells. S. cerevisiae SKY197-pL101 polyadenylation reporter, beta-gal luminescence; efflux-impaired pdr1/pdr3 knockout yeast; score 100 = 6 SD above DMSO. calls only at 12 µM. 0.02% of 300,000 active. AID 1875;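 active means lowest replicate activity score at least 50, where 100 means six control SD above control mean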;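 further: yeast exposed to compound for 9 h at 30 °C; higher score means more reporter readthrough which indicates perturbed polyadenylation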
The depositor's hits bear a star; i = inactive; nt = not tested or not shown. Some of the compounds tested; rates above refer to the full screens.

cpd	molecule	hERG protect	GSK3 alpha inh	KCNK3 block	KCNQ1 act	KCNQ1 block	GSK3beta inhib
1	CC(=O)Nc1ccccc1/C=C/c1ccc2c(C)ccc(O)c2n1	-1.4	-1.5	i	i	i	-1.1
2	O=C(O)c1ccc2cccnc2c1O	-7.5	-3.8	i	i	i	0.0
3	CCOC(=O)C1CCN(C(=O)CNC(=O)c2nn(-c3ccc(OC)c(OC)c3)c(=O)c3ccccc23)CC1	-9.4	-0.6	i	i	i	1.5
4	c1ccc(-n2cnnc2SCc2cn3cccnc3n2)cc1	2.1	-4.6	i	i	i	-25.9
5	COc1ccc(NC(=O)CCc2nnc3ccc(N4CCC(C)CC4)nn23)cc1	-15.4	1.1	i	i	i	nt
6	COc1ccc(OC)c(NC(=O)C(=O)N/N=C(\C)CC(=O)Nc2ccc(Cl)cn2)c1	-8.8	-0.2	i	i	i	3.4
7	CCc1cc(=O)oc2cc(OCC(=O)N(CC)CC)c(Cl)cc12	-10.2	0.6	i	i	i	0.8
8	C#CCNC(=O)C1=C[C@@H](c2ccccc2)C[C@@H](OCc2ccc(CO)cc2)O1	-11.1	-0.4	i	i	i	2.3
9	COc1ccc(-c2csc(NC(=S)NC(=O)c3cc4ccccc4o3)n2)cc1Br	-0.3	1.2	i	i	i	-1.8
10	Cc1c(C)n2c(SCC(=O)NC3CCCC3)nnc2[nH]c1=O	-16.0	-3.4	i	i	i	-2.8
11	Cc1cccc(C)c1-n1nnnc1C(C)(C)N1CCN(N=O)CC1	-2.8	-12.2	i	i	i	-5.2
12	CC(c1ccccc1)N1C(=O)c2ccc(C(=O)NCc3ccco3)cc2C1=O (centres undefined)	-7.6	nt	i	i	i	2.1
13	C/C(=N\O)C(=O)NCc1ccccn1	-7.7	0.2	i	i	i	2.1
14	Cc1cc(=O)[nH]c(SCCCOc2ccccc2Cl)n1	-7.3	-3.4	i	i	i	-3.4
15	CCC(c1nnc(SCC(=O)Nc2c(F)cccc2F)n1Cc1ccccc1)N(C)C (centres undefined)	-9.0	-2.0	i	i	i	0.3

cpd	RGS4 act	KCNK9 inh	DYRK1A inh	HDAC3 inhib	PolyA inh
1	i	i	0.7	7.4	i
2	i	i	26.6	0.4	i
3	i	i	4.1	-1.1	i
4	i	i	-3.3	-46.2	i
5	i	i	1.8	1.5	i
6	i	i	-3.0	6.7	i
7	i	i	-13.5	-0.7	i
8	i	i	4.5	-21.6	i
9	i	i	nt	-5.9	i
10	i	i	-4.3	-2.8	i
11	i	i	20.1	-3.4	i
12	i	i	1.1	nt	i
13	i	i	-8.0	-1.5	i
14	i	i	-6.0	-11.8	i
15	i	i	-2.2	6.3	i

Given with one line to a screen: part of the list above.
3	CCOC(=O)C1CCN(C(=O)CNC(=O)c2nn(-c3ccc(OC)c(OC)c3)c(=O)c3ccccc23)CC1
4	c1ccc(-n2cnnc2SCc2cn3cccnc3n2)cc1

assay / entry | 3 | 4
hERG protect | -9.4 | 2.1
GSK3 alpha inh | -0.6 | -4.6
KCNK3 block | i | i
KCNQ1 act | i | i
KCNQ1 block | i | i
GSK3beta inhib | 1.5 | -25.9
RGS4 act | i | i
KCNK9 inh | i | i
DYRK1A inh | 4.1 | -3.3
HDAC3 inhib | -1.1 | -46.2
PolyA inh | i | i

Remaining list, next part.
cpd	molecule	hERG protect	GSK3 alpha inh	KCNK3 block	KCNQ1 act	KCNQ1 block	GSK3beta inhib
16	O=C(c1cccs1)N1CCN(c2ccccc2)CC1	-10.7	-0.2	i	i	i	2.8
17	Cc1ccc(OCCSc2nc3ccccc3n2CC(=O)O)cc1C	-3.3	-3.8	i	i	i	6.3
18	CCN(c1ccccc1)S(=O)(=O)c1ccc(Cl)c(NC(=O)CN2CCCCCC2)c1	-19.8	-1.4	i	i	i	0.8
19	Nc1n[nH]c(N)c1N=Nc1cccc(F)c1	-2.5	nt	i	i	i	-1.4
20	O=C(NN(c1ccccc1)c1ccccc1)c1ccc([N+](=O)[O-])o1	-11.6	1.0	i	i	i	-14.9
21	Cc1cc(-c2ccn[nH]2)c(C)s1	-13.4	-1.2	i	i	i	3.1
22	COc1ccc(CCNC(=O)CCNS(=O)(=O)c2cccc(Cl)c2)cc1OC	-6.2	nt	i	i	i	3.0
23	CC(=O)N1N=C(c2cccc(NS(C)(=O)=O)c2)CC1c1cccs1 (centres undefined)	-5.1	-1.5	i	i	i	1.4
24	CCc1ccc(-c2ccc(C(=O)C(F)(F)F)[nH]2)cc1	2.7	nt	i	i	i	-2.2
25	C=C(Cl)COc1ccc2c(C)cc(=O)oc2c1	-8.6	1.0	i	i	i	0.8
26	Cc1cc(NC(=O)COC(=O)[C@H](C)NC(=O)c2ccccc2)no1	-7.0	-1.3	i	i	i	7.1
27	CC(=O)Nc1ccc(S(=O)(=O)N2CCN(C(=O)N3CCCCCC3)CC2)cc1	-4.3	1.5	i	i	i	0.0
28	CC[n+]1c(C)n(-c2ccccc2)c2ccc(C(=O)OC)cc21	-7.1	-2.4	i	i	i	-1.1
29	COc1cc(/C=C/CN2CCC(CO)(CC3CCCCO3)CC2)ccc1O (centres undefined)	-20.1	-1.0	i	i	i	0.1
30	O=C(CSCc1ccc(Cl)cc1)Nc1ccc(S(=O)(=O)N2CCCCCC2)cc1	-8.5	-1.2	i	i	i	-1.9

cpd	RGS4 act	KCNK9 inh	DYRK1A inh	HDAC3 inhib	PolyA inh
16	i	i	-6.9	-0.7	i
17	i	i	nt	5.6	i
18	i	i	-6.8	nt	i
19	i	i	-10.2	nt	i
20	i	i	-2.4	1.6	i
21	i	i	-3.2	-3.0	i
22	i	i	9.2	-1.7	i
23	i	i	4.1	-6.5	i
24	i	i	1.2	6.6	i
25	i	i	-2.0	-2.9	i
26	i	i	-2.9	-1.2	i
27	i	i	1.1	0.2	i
28	i	i	nt	1.3	i
29	i	i	-4.4	-10.4	i
30	i	i	-8.6	-3.7	i

Next section:
cpd	molecule	hERG protect	GSK3 alpha inh	KCNK3 block	KCNQ1 act	KCNQ1 block	GSK3beta inhib
31	O=c1[nH]c(=S)c2ncn(-c3ccccc3)c2[nH]1	-4.6	-1.2	i	i	i	1.2
32	Cc1nn(C)c(C)c1CN(C)C(=O)C1(C)CC1(Br)Br (centres undefined)	-7.3	0.7	i	i	i	2.3
33	Cc1cc(/C=C2/SC(=S)N(c3cccc(C(F)(F)F)c3)C2=O)c(C)n1-c1cccnc1	-3.7	-8.6	i	i	6*	-3.3
34	COC(=O)CCc1c(C)nc(N)[nH]c1=O	1.2	-4.4	i	i	i	0.1
35	Cc1cccc(C)c1NC(=O)CN1C(=O)S/C(=C\c2cccn2-c2cccc(C(=O)O)c2)C1=O	-10.0	8.2	i	i	i	0.5
36	Cc1cc(C)n(C(=O)c2ccc([N+](=O)[O-])cc2Cl)n1	-6.0	0.4	i	i	i	2.1
37	CCc1oc(C(=O)O)cc1COC	-11.9	-6.4	i	i	i	1.3
38	O=C(c1cccc(C(F)(F)F)c1)N1CCC(O)(CS(=O)(=O)Cc2ccc(Cl)cc2)CC1	-6.1	-2.7	i	i	i	0.9
39	Cc1cccc(NS(=O)(=O)c2cccc(C(=O)N3CCN(S(=O)(=O)c4ccccc4)CC3)c2)c1	-15.5	-2.3	i	i	i	3.0
40	O=C(Nc1ccc(Cl)c(Cl)c1)c1csc(-c2ccccc2)n1	-5.0	0.9	i	i	i	-3.3
41	COc1ccccc1-c1cc(C(F)(F)F)nc(NCc2cccs2)n1	-8.7	-1.4	i	i	i	3.4
42	CCCCOc1ccc(/C=N/NC(=S)Nc2cccc(C)c2C)cc1	-15.5	10.0	i	i	i	0.5
43	Cc1cc(=O)[nH]c(SCC(=O)OCc2ccccc2)c1C#N	-6.5	1.0	i	i	i	2.2
44	O=S(=O)(NCC(Nc1ccc(Cl)cc1)c1ccccc1)c1ccc(Cl)cc1 (centres undefined)	-0.5	-1.0	i	i	i	-2.3
45	CNc1nc(C)c(C(C)=O)cc1C#N	-6.0	-0.5	i	i	i	1.8

cpd	RGS4 act	KCNK9 inh	DYRK1A inh	HDAC3 inhib	PolyA inh
31	i	i	nt	10.5	i
32	i	i	-2.6	0.0	i
33	i	i	-0.7	10.1	i
34	i	i	2.9	-13.3	i
35	i	i	2.0	-1.1	i
36	i	i	3.7	-0.4	i
37	i	i	0.3	0.4	i
38	i	i	-1.0	4.7	i
39	i	i	5.5	0.6	i
40	i	i	3.9	-1.0	i
41	i	i	3.9	-3.0	i
42	i	i	1.6	0.7	i
43	i	i	-0.2	-2.7	i
44	i	i	-1.6	19.5	i
45	i	i	5.3	3.6	i

Following part:
cpd	molecule	hERG protect	GSK3 alpha inh	KCNK3 block	KCNQ1 act	KCNQ1 block	GSK3beta inhib
46	O=C(O)CNC(=O)c1ccc(NS(=O)(=O)c2ccc3ccccc3c2)cc1	-6.1	-3.3	i	i	i	3.4
47	CC(C)(C)c1ccc(/C=N/NC(=O)Cc2c[nH]c3ccccc23)cc1	-15.9	-0.6	i	i	i	1.2
48	CC(=O)NS(=O)(=O)c1ccc(NC(=S)NC(=O)C2CCC2)cc1	-6.7	nt	i	i	i	0.8
49	COc1cccc(NC(=O)Cn2c(=O)n(CC3CCCO3)c(=O)c3ccccc32)c1 (centres undefined)	-12.6	-1.0	i	i	i	-5.3
50	CCOc1cc(-c2nnc(NC(=O)c3ccco3)o2)cc(OCC)c1OCC	-12.6	-0.7	i	i	i	0.0
51	CCN(CC)S(=O)(=O)c1cc(NC(=O)C(=O)c2c(-c3ccccc3)cc3ccccn23)ccc1C	-9.3	0.2	-10.2*	i	i	-0.7
52	CC(C)CN(C(=O)C1CCCC1)C1CCS(=O)(=O)C1 (centres undefined)	-4.9	nt	i	i	i	0.5
53	CCc1ccc(NC(=S)Nc2cc(OC)c(NC(=O)C(C)C)cc2OC)cc1	-12.1	3.7	i	i	i	-0.3
54	CCOC(=O)C1(Cc2ccccc2C)CCCN(C(=O)CCn2nccc2C)C1 (centres undefined)	-1.2	-2.0	i	i	i	1.8

cpd	RGS4 act	KCNK9 inh	DYRK1A inh	HDAC3 inhib	PolyA inh
46	i	i	3.0	6.6	i
47	i	i	2.8	16.2	i
48	i	i	2.0	nt	nt
49	i	i	-4.2	1.0	i
50	i	i	1.1	0.1	i
51	i	i	6.1	1.4	i
52	i	i	12.9	nt	i
53	i	i	2.9	1.8	i
54	i	i	3.0	-4.8	i
